From PubChem
UGM FP inh: blocks M. tuberculosis UGM enzyme; purified UGM, fluorescence polarization probe displacement; inhibition, % at 10 µM; 0.06% of 320,000 active; AID 504406; in the data active means inhibition above about 10%, passing the limit was not always enough; inconclusive means no clear call, values can overlap the other calls
Target sequence (P9WIQ1 whole entry, looked up): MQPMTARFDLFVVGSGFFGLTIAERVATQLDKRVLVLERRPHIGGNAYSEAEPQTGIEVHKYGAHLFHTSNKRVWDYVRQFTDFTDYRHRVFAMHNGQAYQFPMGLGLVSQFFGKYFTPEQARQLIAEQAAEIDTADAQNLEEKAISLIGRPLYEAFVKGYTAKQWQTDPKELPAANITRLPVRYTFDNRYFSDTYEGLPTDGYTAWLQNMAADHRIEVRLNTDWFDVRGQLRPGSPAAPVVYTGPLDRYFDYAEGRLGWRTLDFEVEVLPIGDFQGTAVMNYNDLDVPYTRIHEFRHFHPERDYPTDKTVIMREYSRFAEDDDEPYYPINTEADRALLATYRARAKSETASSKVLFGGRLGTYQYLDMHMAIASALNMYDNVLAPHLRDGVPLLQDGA
GDH-TPI inh: counter-screen for M. tuberculosis FBA inhibitors: GDH-TPI coupled enzymes. GDH-TPI coupled enzyme counterscreen, NADH absorbance. inhibition, % at 4.8 µM. 1.2% of 360,000 active. AID 588335;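 further: 0% = DMSO wells and 100% = wells lacking the enzyme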
Mtb FBA inh: inhibitors of M. tuberculosis fructose-bisphosphate aldolase | P9WQA3 | purified M. tuberculosis FBA, fluorescence read-out | inhibition, % at 1 µM | 2.3% of 360,000 active | AID 588726; in the data active means inhibition above about 27%;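 further: 0% = vehicle and 100% = reference inhibitor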
Target sequence (P9WQA3 whole entry, looked up): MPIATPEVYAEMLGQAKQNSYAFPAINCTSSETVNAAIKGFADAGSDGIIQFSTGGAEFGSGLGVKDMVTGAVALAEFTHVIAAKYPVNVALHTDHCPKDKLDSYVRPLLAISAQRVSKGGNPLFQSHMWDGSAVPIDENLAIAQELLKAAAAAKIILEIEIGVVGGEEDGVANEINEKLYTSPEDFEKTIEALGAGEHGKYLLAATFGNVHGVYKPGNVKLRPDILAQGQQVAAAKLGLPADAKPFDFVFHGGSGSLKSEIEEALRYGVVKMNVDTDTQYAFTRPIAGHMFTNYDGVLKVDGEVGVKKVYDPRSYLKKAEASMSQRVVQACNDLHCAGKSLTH
BoNT-F LC inh: inhibitors of Botulinum neurotoxin F light chain protease | AID 588497 | 0.22% of 360,000 active | Multiplex microsphere protease cleavage assay, flow cytometry | inhibition, % at 10 µM; in the data active means inhibition above about 35%, passing the limit was not always enough; inconclusive means no clear call, values can overlap the other calls; further: plate controls were buffer without enzyme for full effect and enzyme alone for no effect
CCHFV vOTU inh: blocks the CCHF virus ovarian tumor domain protease; CCHFV vOTU protease, Pep-AMC fluorescence; inhibition, % at 11.5 µM; 0.55% of 370,000 active; AID 651958; further: 0% = vehicle wells with enzyme and 100% = no enzyme wells
FadD28 FP inh: blocks FadD28 binding to the bisubstrate probe; fluorescence polarization; inhibition, % at 12.5 µM; 0.22% of 360,000 active; AID 588549; in the data active means inhibition above about 8.5%, passing the limit was not always enough; inconclusive means no clear call, values can overlap the other calls
BoNT-A LC inh2: BoNT A light chain protease inhibition; inhibition, % at 10 µM; multiplex microsphere protease substrate cleavage, flow cytometry; AID 588499; 0.17% of 360,000 active; in the data active means inhibition above about 30%; inconclusive means no clear call, values can overlap the other calls; further: plate controls were buffer without enzyme for full effect and enzyme alone for no effect
PrPC surface inh: inhibitors of human cell surface prion protein PrPC; P04156; TR-FRET read-out; inhibition, % at 13.8 µM; 0.43% of 370,000 active; in the data active means inhibition above about 24%; further: 0% = median of the test wells and 100% = reference compound wells
BioA inh: inhibitors of Mycobacterium tuberculosis BioA enzyme; inhibition, % at 9.99 µM; purified M. tuberculosis BioA enzyme, plate reader; AID 602481; 0.096% of 360,000 active; in the data active means inhibition above about 40%; inconclusive means no clear call, values can overlap the other calls
* = called active by the depositor; u = inconclusive; x = no result given; & = joins results of further samples. Unless noted, no stated cut-off is given here; in the data, active means inhibition above about 30%; inactive means the rest.

SMILES	UGM FP inh	GDH-TPI inh	Mtb FBA inh	BoNT-F LC inh	CCHFV vOTU inh	FadD28 FP inh	BoNT-A LC inh2	PrPC surface inh	BioA inh
Cc1ccc(C(=O)Nc2ccc(NC(=O)c3cccs3)cc2)c(C)c1	2.3	4	-5	-4	-15	-2.3	1.0	-3	-0.4
CC(=O)Nn1cc2c(c1-c1ccccc1)c(=O)n(C)c(=O)n2C	-1.6	-11	4	-7	-4	2.3	-2.5	-1	-0.5
C#CC(=O)N(c1ccc(OC)c(OC)c1)C(C(=O)NC1CCCC1)c1cccs1 (configuration not stated)	-0.8	0	7	1	-16	-3.0	0.1	8	-1.5
CCOC(=O)C1CCCN(C/C(O)=C(\C#N)c2nc(-c3ccc(Cl)cc3)cs2)C1 (configuration not stated)	-1.4	22	-1	-5	-2	1.4	-0.8	1	1.9
Cn1c(=O)c(NC(=O)c2ccccc2)c2n(c1=S)CCCCC2	1.9	-2	1	3	-5	-1.3	0.6	-6	3.5
CCCNC(=O)C(Cc1ccc(Cl)cc1)NC(=O)c1ccc(C#N)cc1 (configuration not stated)	0.3	-5	0	-4	-7	-3.3	0.7	5	0.5
Cc1sc(-c2ccccn2)nc1OC(=O)c1ccc(Cl)c(Cl)c1	-0.4	2	2	-3	28	-2.8	-1.4	2	-3.2
O=C(Cc1ccccc1)N/N=C/C=C/c1cccc([N+](=O)[O-])c1	-1.2	31	3	-38	7	-0.7	-1.7	0	-0.8
COCCCN(C(=O)C1CCCCC1)c1c(N)n(Cc2ccccc2)c(=O)[nH]c1=O	2.8	4	1	0	6	-0.9	0.6	2	0.9
CS(=O)(=O)Nc1cccc(NC(=O)C2Cc3c(-c4cccc(F)c4)ccnc3O2)c1 (configuration not stated)	x	5	0	-8	-3	-1.3	-0.7	8	0.7
COCCNc1nc(Oc2ccc(Cl)c(Cl)c2)c2sccc2n1	x	-2	-1	5	12	-4.5	0.2	7	-0.2
COc1ccc(CNC(=O)COC(=O)c2cc3ccccc3o2)cc1	x	-3	2	2	-2	1.9	0.8	2	-0.2
COc1ccc(N2CCN(C(=O)c3nc4nc(C)cc(C)n4n3)CC2)cc1	1.1	-6	-1	-4	-3	-1.0	-0.7	-5	0.1
CCN1CCN(Cc2ccc(NC(=O)Nc3cccs3)cc2)CC1	1.1	-9	0	-33	0	-1.1	2.7	-11	0.3
COc1ccc(N(C(=O)c2snc(C(N)=O)c2N)C(C(=O)NC2CCCCC2)c2ccc(F)cc2)c(OC)c1 (configuration not stated)	-3.2	13	0	4	0	0.4	2.8	-3	-2.1
COCCn1c(SCC(=O)Nc2cc(C)on2)nc2ccccc2c1=O	1.4	5	4	u	-2	-1.0	2.4	4	-1.1
C#CCn1c(O)c(N=NC(=O)CNC(=O)c2cccnc2)c2ccccc21	-0.8	30	-1	-5	10	-0.2	-0.9	-29	13
CCc1ccccc1NC(=O)CN1CCN(C(=O)C(C)NC(=O)c2ccc(Cl)cc2)CC1 (configuration not stated)	x	1	0	2	23	0.6	0.7	-7	3.2
Cc1ccc(OCC(=O)NC(C)c2ccc(Cl)c(Cl)c2)c([N+](=O)[O-])n1 (configuration not stated)	0.6	4	-4	-2	7	-2.4	0.2	10	5.4
O=C(NC1CC1)C1CCN(C2CCN(C(=O)/C=C/c3cccc(F)c3F)CC2)CC1	1.0	1	-1	-1	12	0.7	0.8	-12	2.8
CCN(CC)CCCSc1nc2ccccc2s1	2.6	-12	2	2	-7	-3.4	0.1	-1	-0.3
CC1(C)CC(=O)C(C#N)=C(NCCCO)C1	1.3	1	-2	-6	-1	0.2	-1.3	-6	-0.9
O=c1[nH]c(=S)n(C2CC2)c(O)c1/C=N/Nc1ccccc1	x	19	-5	-2	22	-2.1	0.2	-6	-0.7
COC(=O)c1c(C)oc2ccc(N(C(=O)Oc3ccccc3)S(=O)(=O)c3ccccc3)cc12	x	10	-6	-15	2	-4.7	-1.0	5	x
C/C(=N\Nc1nc(-c2ccccc2O)nc2ccccc12)c1ccccc1	-0.7	9	-7	-7	10	-1.9	-0.9	5	x
CN(C)CCCN(C(=O)CCOc1ccccc1)c1nc2c(F)cccc2s1	x	-1	-2	-10	-11	-2.9	0.0	12	x
Cc1cc(NC(=O)C2CC(c3ccc(Cl)cc3)=NO2)no1 (configuration not stated)	-2.4	-5	1	-10	21	-1.1	-0.9	6	-0.3
N#Cc1ccc(NC(=S)Nc2ccccc2)cc1	-1.7	5	0	4	-6	-1.7	0.1	12	x
Cc1ccc(S(=O)(=O)N2CCN(C(=O)Cn3c(=O)cnc4ccccc43)CC2)cc1	1.9	3	6	2	4	-3.2	-0.1	-5	7.4
C=CCNC(NC(=O)c1ccccc1)(C(=O)OCC)C(F)(F)F (configuration not stated)	-4.4	18	-1	6	4	0.4	2.5	-6	0.0
CCOC(=O)CSc1nc(C)c2cccc(C)c2n1	0.6	-12	-7	u	3	-4.1	u	15	x
Nc1nnc(SCC(=O)c2ccc3c(c2)NC(=O)CO3)s1	-2.3	5	-2	4	-10	-1.4	0.0	4	x
COC(COC(N)=O)C1=C(N2CC2)C(=O)C(C)=C(N2CC2)C1=O (configuration not stated)	x	16	0	-3	32*	-3.2	-0.2	-25	x
COc1ccc(CNc2ncnc3cc(OC)c(OC)cc23)cc1	-2.6	2	3	-17	8	-3.5	-0.5	-3	3.5
Nc1cccc(CCc2ccncc2)c1	0.3	14	-2	u	5	-0.4	u	7	-0.8
CN(CC(=O)NCCc1ccccc1)S(=O)(=O)c1cccs1	2.6	6	5	16	7	-2.2	0.5	-3	4.8
Cc1cc2c(NC(=O)Nc3ccc(C(F)(F)F)cc3)cccc2nn1	-1.6	6	0	u	-2	-5.1	u	-11	x
Cc1nc(SCc2ccc([N+](=O)[O-])cc2)n[nH]1	2.7	9	3	x	2	-0.7	x	-9	0.0
CC(C)CCNC(=O)c1onc(CSc2ccccc2)c1C(=O)NCCC(C)C	1.8	-1	3	2	9	-3.5	-0.2	-5	-1.1
COc1ccccc1OCCCC(=O)Nc1ccc([N+](=O)[O-])cc1Br	6.3	5	-4	-7	5	-2.8	0.2	-17	1.4
COc1cc(OC)cc(-c2sc3ccc(OC)cc3c2-c2ccc(OCCN3CCOCC3)cc2)c1	x	11	1	-5	x	-1.0	-0.6	x	-0.6
O=C1CN(C(=O)CNCc2ccc(Cl)cc2)c2ccccc2N1	-1.5	4	1	5	12	-2.8	-0.8	-7	0.7
COC(=O)CSc1nc(C)cc(C(F)(F)F)c1C#N	-0.4	10	1	-39	23	-0.1	-2.2	-4	-1.1
CCCCNC(=O)/C=C/c1ccc(OC)c(Br)c1	-0.2	8	0	-4	-10	-1.9	-0.4	-2	0.4
CCOc1ccccc1CN1CCN(Cc2cc3ccccc3[nH]2)CC1CCO (configuration not stated)	1.0	4	3	-2	15	-0.6	2.1	-13	1.2

Retrieved by compound from the list above:
SMILES	UGM FP inh	GDH-TPI inh	Mtb FBA inh	BoNT-F LC inh	CCHFV vOTU inh	FadD28 FP inh	BoNT-A LC inh2	PrPC surface inh	BioA inh
COC(COC(N)=O)C1=C(N2CC2)C(=O)C(C)=C(N2CC2)C1=O (configuration not stated)	x	16	0	-3	32*	-3.2	-0.2	-25	x
CCOc1ccccc1CN1CCN(Cc2cc3ccccc3[nH]2)CC1CCO (configuration not stated)	1.0	4	3	-2	15	-0.6	2.1	-13	1.2
COc1ccc(CNc2ncnc3cc(OC)c(OC)cc23)cc1	-2.6	2	3	-17	8	-3.5	-0.5	-3	3.5
COC(=O)CSc1nc(C)cc(C(F)(F)F)c1C#N	-0.4	10	1	-39	23	-0.1	-2.2	-4	-1.1
O=C1CN(C(=O)CNCc2ccc(Cl)cc2)c2ccccc2N1	-1.5	4	1	5	12	-2.8	-0.8	-7	0.7

Additional entries
SMILES	UGM FP inh	GDH-TPI inh	Mtb FBA inh	BoNT-F LC inh	CCHFV vOTU inh	FadD28 FP inh	BoNT-A LC inh2	PrPC surface inh	BioA inh
CCCCN(C)CCn1c(=S)[nH]c2ncccc2c1=O	-2.0	13	8	x	-7	-0.4	x	-2	0.3
CN1CCCC(OC(=O)c2cc(F)c(F)c(F)c2F)C1 (configuration not stated)	0.6	1	1	7	0	x	1.4	3	-0.8
CCN(CC)S(=O)(=O)c1cc(-c2nn(C)c(=O)c3ccccc23)ccc1C	1.5	2	-2	-3	-7	-8.6	-0.2	-2	3.4
Cc1ccc(-n2cc(CN3CCN(c4ccccn4)CC3)c(-c3ccc(F)cc3)n2)cc1	0.8	10	-2	-2	1	-1.9	-0.1	3	1.0
COC(=O)[C@]1(Cc2ccccc2)N[C@H](CN(C)C(=O)C2CCCCC2)[C@@H]2C(=O)N(C)C(=O)[C@@H]21	x	5	-2	-7	12	0.2	-0.5	6	-1.6
O=C(COc1ccccc1)NCCSc1ccccc1	1.1	-5	1	-4	-12	-1.3	-0.6	-1	0.8
O=C(CN1C(=O)C2C3C=CC(C3)C2C1=O)OCC(=O)c1ccc(Br)cc1 (configuration not stated)	-4.2	6	3	-4	20	-2.0	0.9	6	-0.1
COc1ccc(N=C2NC(=O)/C(=C/C=C/c3ccccc3)S2)cc1	-0.3	5	-2	u	-1	-1.0	0.0	6	-2.8
CCn1ncc(/C=N/O)c1C	3.0	8	1	-6	0	-0.6	-0.4	-3	1.4
CCC(CO)Oc1cc(NC(=O)c2ccccc2C)c2ncn(C(C)C)c2c1 (configuration not stated)	-0.7	4	-1	8	-1	0.1	1.3	1	2.1&-0.2
COc1ccc(CSc2ccc(-c3nc4ccccn4c3NCc3ccccc3)cc2OC)cc1	1.4	11	34*	-12	-17	0.7	-0.1	11	-2.0
O=C(CC1SC(=Nc2cccc3ccccc23)N(Cc2ccccn2)C1=O)Nc1ccccc1Br (configuration not stated)	-1.9	13	-2	0	-14	-1.3	0.9	1	x
CCN(CC(=O)Nc1ccc(NC(C)=O)cc1)C(=O)COc1ccc2ccccc2c1	-2.4	4	6	6	-5	-2.9	2.2	1	x
CCCCC(CC)C(=O)Nc1cccc(SC)c1 (configuration not stated)	0.1	-1	1	-8	2	0.1	-0.4	-1	x
CS(=O)(=O)c1cccc(S(=O)(=O)N2CCN(c3ccccn3)CC2)c1	1.0	10	-1	8	-11	-1.9	2.2	-6	0.4
CCn1c(SC)nc(O)c(C(c2ccc(OC)c(O)c2)c2c(O)nc(SC)n(CC)c2=O)c1=O	0.7	3	1	2	2	x	0.2	-3	x
CC(C)Oc1cccc(C(=O)C2CCCN(S(=O)(=O)C(C)C)C2)c1 (configuration not stated)	0.9	-3	2	4	9	-2.7	-0.2	3	x
O=C(NCC(c1ccco1)N1CCc2ccccc2C1)c1ccc([N+](=O)[O-])cc1 (configuration not stated)	0.3	8	-1	-1	3	-0.2	-0.5	-19	0.7
O=C(c1cccc(Cl)c1)N1CCCc2ccccc21	0.9	1	1	u	-14	-1.6	-1.8	6	-1.7
CCOc1cc(/C=N/O)ccc1OS(=O)(=O)c1ccc(C)cc1	-1.1	-7	4	1	7	-3.9	1.9	6	0.4
CC[C@H]1C/C=C\Cc2ccccc2[C@H](C(=O)C[C@@H](O)CC(C)=O)OC1=O	-0.1	-15	2	-1	-10	-3.5	-0.4	2	-0.3
CCc1nnc(NC(=O)CSc2nnc(C(C)NC(=O)c3ccccc3F)n2C)s1 (configuration not stated)	0.3	-5	1	-2	-8	-0.3	-1.7	-2	-0.1
O=C(NCCC1=CCCCC1)C1CCN(S(=O)(=O)N2CCCC2)CC1	-0.6	-2	-3	-1	13	-3.8	-0.1	-2	-0.6
CS(=O)(=O)c1ccc(C(=O)N2CCN(Cc3ccccc3)CC2)cc1	0.6	5	-3	3	-6	-2.5	0.4	-5	x
CC(OC(=O)c1cccc(S(=O)(=O)Nc2cccc(C(F)(F)F)c2)c1)C(=O)Nc1ccc2c(c1)OCCO2 (configuration not stated)	0.2	-10	-5	1	10	-3.8	0.4	3	1.1
COC(=O)c1cccc(-n2sc3ccccc3c2=O)c1	1.2	-9	-3	-6	6	-0.6	20	0	-0.5
Cc1cc(C)c(C)c(S(=O)(=O)NCC(=O)N2CCCC2)c1C	3.1	-4	2	0	-4	-1.9	0.6	8	-1.4
CC(C)n1nc(C(=O)Nc2nnc(SCc3c(Cl)cccc3Cl)s2)c2ccccc2c1=O	-1.3	12	3	13	1	2.6	9.7	-2	-1.7
CCN(C1=NS(=O)(=O)c2ccccc21)N(CC)S(=O)(=O)c1ccc(C)cc1	1.0	-5	-6	0	10	-3.2	0.0	-4	1.0
